Assay outcomes as filed in PubChem BioAssay.
PfHsp40 yeast: rescue of PfHsp40-mediated yeast toxicity; growth rescue, % at 12.5 µM; S. cerevisiae expressing PfHsp40, growth rescue, ATP luminescence; actives 0.68% (n = 340,000); in the data active means growth rescue above about 28%, passing the limit was not always enough;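 further: yeast W303a lacking pdr1 and pdr3 grown in galactose medium; growth measured after three days at 30 °C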
Y pestis TopoI: Y. pestis Topo-I inhibition via cleavage products | Y. pestis Topo-I cleavage product accumulation, plate reader | activity, % at 10 µM | actives 0.064% (n = 360,000); in the data active means activity above about 50%, passing the limit was not always enough; further: inactives centre near 2
Rv3671c inh: inhibits the M. tuberculosis serine protease Rv3671c | P9WHR9 | inhibition, % at 5.96 µM | actives 0.048% (n = 320,000); in the data active means inhibition above about 38%;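 further: extracellular domain of Rv3671c used as enzyme; 0% = enzyme with DMSO and 100% = no enzyme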
Target sequence (P9WHR9 whole entry, looked up, the tested form may be a part): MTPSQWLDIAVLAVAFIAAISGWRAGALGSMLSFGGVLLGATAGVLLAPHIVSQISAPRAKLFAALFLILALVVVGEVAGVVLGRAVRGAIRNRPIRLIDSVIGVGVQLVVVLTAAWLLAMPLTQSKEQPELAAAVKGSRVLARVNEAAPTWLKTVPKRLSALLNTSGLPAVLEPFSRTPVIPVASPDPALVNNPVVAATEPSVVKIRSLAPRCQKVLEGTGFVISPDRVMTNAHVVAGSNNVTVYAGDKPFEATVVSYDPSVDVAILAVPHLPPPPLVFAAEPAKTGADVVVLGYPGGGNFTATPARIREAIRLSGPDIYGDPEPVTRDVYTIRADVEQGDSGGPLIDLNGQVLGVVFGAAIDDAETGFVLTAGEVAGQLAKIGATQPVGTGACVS
SARS 3CLpro inh: SARS-CoV 3CLpro protease inhibition. inhibition, % at 6 µM. AID 1706. recombinant SARS-CoV 3CLpro, quenched FRET peptide cleavage. P0C6X7. actives 0.14% (n = 290,000); in the data active means inhibition above about 12%
Anthrax LF prot: blocks Bacillus anthracis lethal factor protease. multiplex microsphere protease cleavage assay, LF. actives 0.12% (n = 360,000). inhibition, % at 10 µM. P15917. AID 588501; in the data active means inhibition above about 30%; further: plate controls were buffer without enzyme for full effect and enzyme alone for no effect
Vc quorum ag: inducers of Vibrio cholerae quorum light production without autoinducers. V. cholerae BH1578 lux reporter, luminescence, 6 h. activation, % at 18.7 µM. actives 0.16% (n = 350,000); in the data active means activation mostly above about 9.7%, no sharp cut-off; further: not every result past the cut was called active; inactives centre near 0; reference of the scale not given here
MazEF act: increases E. coli MazEF RNase cleavage of RNA; FAM/BHQ RNA-DNA oligo cleavage fluorescence, 5 h; activation, % at 20 µM; actives 0.32% (n = 350,000); AID 504720; in the data active means activation above about 50%
Target sequence (P0AE70 whole entry, looked up): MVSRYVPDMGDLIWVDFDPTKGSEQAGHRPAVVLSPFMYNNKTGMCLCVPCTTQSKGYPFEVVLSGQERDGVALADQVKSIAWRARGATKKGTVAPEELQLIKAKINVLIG
DUSP3 inh: inhibitors of human VHR1 phosphatase (DUSP3); recombinant VHR phosphatase, pNPP absorbance; inhibition, % at 13.3 µM; actives 0.52% (n = 290,000); AID 1654; in the data active means inhibition above about 50%; further: some compounds called inactive have numbers as strong as hits
Target sequence (P51452 whole entry, looked up): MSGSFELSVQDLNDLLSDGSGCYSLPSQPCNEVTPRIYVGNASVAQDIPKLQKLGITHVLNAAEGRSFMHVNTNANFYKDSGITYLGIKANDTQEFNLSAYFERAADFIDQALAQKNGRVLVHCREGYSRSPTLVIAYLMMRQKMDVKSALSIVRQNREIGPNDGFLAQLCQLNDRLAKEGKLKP
SSB-PriA inh: inhibitors of Klebsiella pneumoniae PriA binding to SSB C-terminal tail. AlphaScreen SSBct-PriA binding, biotinylated peptide. inhibition, % at 33 µM. actives 0.6% (n = 430,000). AID 1272365; in the data active means inhibition mostly above about 37%, no sharp cut-off; inactive means mostly below about 20%;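 further: plate controls were negative control peptide for no effect and reference peptide for full effect; strong numbers were not always called active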
TcdB GH inh: TcdB glycohydrolase inhibition. inhibition, % at 9.99 µM. actives 0.24% (n = 350,000). TcdB glycohydrolase enzymatic assay, plate reader. AID 652162; in the data active means inhibition above about 10%
* marks the source's active call; other numbers are inactive results; i = inactive; nt = not tested or not shown; & = joins results of further samples. Only part of the results is shown; rates above refer to the full screens.

SMILES | PfHsp40 yeast | Y pestis TopoI | Rv3671c inh | SARS 3CLpro inh | Anthrax LF prot | Vc quorum ag | MazEF act | DUSP3 inh | SSB-PriA inh | TcdB GH inh
Cc1cc(C)c(NC(=O)CS(=O)CC(=O)Nc2ccc(N3CCOCC3)cc2)c(C)c1 (stereo not drawn) | 1.5 | 1 | 2 | -5 | 1 | -0.2 | 2 | 25 | -2 | 1.0
COC(=O)c1cnc(Nc2nc(C(N)COCc3ccccc3)cs2)nc1C(F)(F)F (stereo not drawn) | nt | 18 | nt | nt | 2 | -0.4 | nt | nt | nt | -3.1
COc1ccc(CN2C(=O)C(CC(=O)NCCN3CCOCC3)CC(C(=O)N(C(C)C)C(C)C)=C2C)cc1 (stereo not drawn) | nt | -5 | nt | nt | 1 | -0.5 | -8 | nt | nt | -0.5
CCOC(=O)Nc1sc(C)nc1-c1ccccc1 | 0.0 | 0 | -1 | -9 | -3 | -0.4 | 0 | 44 | -7 | 1.9
CN(CC(=O)Nc1ccc(Cl)cc1)C(=O)c1cccc(S(=O)(=O)N(C)C)c1 | 2.1 | -1 | 2 | 2 | 2 | i | 3 | 8 | 5 | nt
Cc1cc(-n2c(C)cc(C(=O)COc3ccc(Cl)cc3C(N)=O)c2C)no1 | 1.2 | 5 | -4 | nt | -3 | i | 8 | nt | -5 | 1.1
OCCC1CN(Cc2nc3ccccc3s2)CCN1C1CCCC1 (stereo not drawn) | -1.9 | 2 | 0 | 2 | -2 | i | 1 | 9 | -16 | -0.4
COc1cccc(CN(C)CC(=O)Nc2ccccc2C(=O)Nc2ccccc2)c1OC | -0.3 | 14 | -10 | 0 | -2 | -1.3 | 0 | 0 | 2 | 0.5
Cc1cc(NC(=O)C(C)SCC(=O)Nc2cccc(S(=O)(=O)N3CCCCCC3)c2)no1 (stereo not drawn) | 1.7 | 16 | nt | nt | -7 | 5.9 | 2 | nt | -6 | -3.3
CCN(CC)S(=O)(=O)c1ccc2c(c1)[nH]c(=S)n2CC | 0.6 | 13 | -3 | 0 | -6 | -0.2 | 1 | 13 | 3 | 0.8
O=C(COC(=O)C1=COCCO1)Nc1ccc2c(c1)OCO2 | -2.7 | 11 | -1 | -3 | -7 | 3.2 | 0 | 15 | -6 | nt
Cc1ccsc1CCNC(=O)C1CCC(=O)N(CCc2cccc(F)c2)C1 (stereo not drawn) | -0.5 | 1 | -1 | -3 | 0 | -1.3 | -16 | 2 | -1 | -0.3
Cc1nnc(NC(=O)CC(NC(=O)C(F)(F)F)c2ccccc2)s1 (stereo not drawn) | -1.9 | -11 | -1 | 1 | -1 | -0.4 | -6 | 35 | 1 | -7.7
CC(C)C[C@H](NC(=O)[C@@H]1Cc2c([nH]c3ccccc23)C2c3ccccc3C(=O)N21)C(=O)N1CCC[C@@H]1C(=O)O (stereo partly drawn) | 0.9 | -3 | 4 | 2 | -4 | -0.7 | -2 | -3 | -2 | -2.8
O=c1nc(SCc2ccc(Cl)cc2)nc(-c2ccccc2)[nH]1 | -0.5 | 10 | 0 | 6 | 2 | -0.2 | -11 | -3 | -4 | 0.5
CCCCOC(=O)Nc1sc2c(c1C(=O)OC)CCC2 | 0.3 | 12 | 6 | -2 | -7 | -5.0 | -4 | 10 | -9 | nt
COCCN(C(=O)CCC(=O)Nc1ccccn1)C(C(=O)NCCC(C)C)c1ccc(F)cc1 (stereo not drawn) | -0.4 | 4 | 8 | 3 | 0 | -0.3 | 3 | 22 | -3 | 0.1
CC(/C=N/NC(=O)c1ccccc1F)=C\c1ccccc1 | 0.3 | 3 | -8 | 0 | -7 | 1.9 | 3 | -11 | nt | -0.2
O=S(=O)(NC1CCCC1)OCC(Cl)(Cl)Cl | -0.8 | 6 | 0 | 5 | -2 | i | 4 | 17 | -7 | 0.3
CC(=O)Nc1ccccc1-c1nc2cc(C#N)c(C#N)cc2[nH]c1=O | -0.6 | -7 | -5 | -3 | -2 | i | 6 | 18 | 2 | 0.9
Cc1nn(C)c(N)c1-c1ccccc1 | 0.4 | -8 | -2 | 4 | 0 | i | -2 | 2 | -12 | 4.6
CCCNC(=O)C1(C)CCN(C(=O)c2cccnc2Oc2ccccc2)C1 (stereo not drawn) | nt | -10 | nt | nt | -1 | -0.5 | nt | nt | nt | 1.0
CCOC(=O)N1C(=O)NC(=O)C1c1ccc(OC)cc1 (stereo not drawn) | 1.0 | 1 | nt | nt | -4 | 0.8 | 2 | nt | 1 | 2.7
CCCCS(=O)(=O)N1CCCC(C(=O)Nc2ccc3c(c2)CCC3)C1 (stereo not drawn) | 1.6 | 30 | -4 | 9 | 6 | i | -3 | -6 | -2 | 0.9
CCNC(=S)N(CCc1c(C)[nH]c2ccc(C)cc12)Cc1cc(OC)c(OC)c(OC)c1 | 1.8 | 19 | 1 | 2 | -10 | -0.1 | -2 | -7 | 15 | 0.4
Following part:
SMILES | PfHsp40 yeast | Y pestis TopoI | Rv3671c inh | SARS 3CLpro inh | Anthrax LF prot | Vc quorum ag | MazEF act | DUSP3 inh | SSB-PriA inh | TcdB GH inh
Cc1ccc(C(=O)CSc2nnc(C3CC3)n2C2CC2)s1 | -2.0 | 4 | -10 | nt | -3 | -5.5 | 1 | nt | -12 | 2.9
O=[N+]([O-])c1ccccc1S(=O)(=O)Oc1ccccc1/C=N/n1cnnc1 | -0.1 | 1 | -3 | 5 | -4 | -0.2 | 0 | -10 | nt | 6.2
Cc1ccc(CN2CCN(Cc3cnc(N(C)C)s3)CC2CCO)o1 (stereo not drawn) | 0.5 | 4 | -1 | -1 | -2 | -2.4 | 5 | 23 | -7 | 1.6
O=C(O)C1CC=CCC1C(=O)N1CCc2ccccc21 (stereo not drawn) | 0.0 | 5 | -7 | -2 | 1 | 6.2 | 13 | 4 | -1 | nt
COC(=O)N[C@H](c1ccccc1)[C@@]1(C)C[C@@H]1[C@@H](C)C(=O)Nc1ccc2ccccc2c1 | 4.7 | 14 | -8 | nt | 5 | i | 2 | nt | 11 | 1.1
CCCOc1ccccc1C1NC(=O)NC(C)=C1C(=O)OCCOC (stereo not drawn) | 0.5 | -4 | 1 | 1 | 2 | i | 1 | 5 | -1 | nt
Cc1ccc(Cl)c2c1NC(=O)C2(O)CC(=O)c1ccc(F)cc1 (stereo not drawn) | -1.1 | -4 | -8 | -1 | -4 | -0.2 | 2 | 29 | -5 | nt
CSc1ccc(CN(C)CC(=O)Nc2ccc(C)cc2Br)cc1 | -0.6 | 21 | -12 | 1 | 0 | -0.2 | -7 | -1 | 1 | nt
O=C(O)c1cccc(N2C(=O)c3cccc4cccc(c34)C2=O)c1 | -1.4 | 1 | nt | -4 | -6 | i | 5 | 39 | -3&-10 | -5.7
Cc1cccc(-c2noc(CN(C)C(=O)c3ccc4c(c3)OCO4)n2)c1 | 0.0 | 25 | 5 | 1 | -2 | -0.2 | 6 | 23 | -11 | -3.4
CCOC(=O)N1CCC(NC(=O)c2ccc3snnc3c2)CC1 | -0.7 | -6 | 0 | -2 | -2 | -0.1 | -8 | 19 | -14 | 1.7
COc1ccc(CNC(=O)CS(=O)CC(=O)O)cc1OC (stereo not drawn) | -1.7 | -10 | -7 | 5 | 0 | -0.4 | 6 | 5 | -13 | 1.0
O=C(CN1C(=O)C(=O)N(C2CCCC2)C1=O)Nc1ccc(F)cc1F | -0.3 | -8 | nt | nt | -3 | 0.7 | 9 | nt | -7 | 1.0
COc1ccc(C(=O)NC2CCC(O)CC2)cc1S(=O)(=O)NCc1ccc(Cl)cc1 (stereo not drawn) | -1.3 | 1 | -11 | nt | nt | -0.4 | -20 | nt | 2 | 5.4
CCOCCCn1c(-c2ccc(Cl)cc2)n[nH]c1=S | -0.8 | 10 | -3 | 3 | 11 | nt | 16 | -6 | -9 | nt
COc1cc(N=Nc2ccc(C(=O)N(C)C)cc2)c(C)cc1N | 1.9 | -6 | nt | nt | -11 | -5.9 | 5 | nt | 28 | 2.3
CCN1CCN(C(=O)c2ccc(CS(=O)(=O)Cc3ccccc3C)o2)CC1 | 0.3 | 5 | 2 | 4 | -1 | i | 9 | -9 | -6 | 1.2
O=C(NC(=S)N1CCCc2ccccc21)c1ccc(Cl)cc1 | 1.6 | 2 | 3 | -1 | 20 | -0.3 | 2 | 5 | 19 | nt
O=C(N/N=C/c1cc(Br)c(O)c(Br)c1)C1CC1 | 0.7 | 5 | 3 | 0 | 0 | i | 0 | -5 | nt | 2.0
COC(=O)C1=C(C)NC(=S)NC1c1ccc(-c2ccccc2C(=O)OC)o1 (stereo not drawn) | -1.6 | 1 | -3 | 13* | -4 | -0.3 | -3 | 16 | 2 | 1.5
O=C(NCc1ccncc1)C(=O)Nc1ccc2c(c1)OCO2 | 0.5 | 5 | 7 | -1 | -5 | i | 0 | 5 | -8 | 0.6
Cc1c(Cl)cccc1NC(=O)NCc1ccccn1 | -2.1 | 3 | 2 | 2 | 2 | -0.1 | 7 | 28 | -24 | -3.1
CN1C(=O)[C@H]2[C@@H](c3ccc(C(F)(F)F)cc3)N[C@]3(CCCN(CC4CCCCC4)C3=O)[C@H]2C1=O | nt | 9 | nt | nt | -5 | i | 7 | nt | nt | 0.8
CCCCn1c(-c2nonc2NC(=O)c2ccccc2Cl)nc2ccccc21 | -0.7 | -9 | nt | nt | -9 | -0.3 | 1 | nt | -22 | -0.6
CC(C)c1ccc2nc(SCC(=O)NCC3CCCO3)c(C#N)cc2c1 (stereo not drawn) | 0.4 | 8 | -1 | -3 | -3 | -0.1 | 4 | 23 | -5 | -0.8

As entered above:
CCOCCCn1c(-c2ccc(Cl)cc2)n[nH]c1=S in PfHsp40 yeast is entered as -0.8
O=C(O)C1CC=CCC1C(=O)N1CCc2ccccc21 (stereo not drawn) in MazEF act is entered as 13

Continuation.
SMILES | PfHsp40 yeast | Y pestis TopoI | Rv3671c inh | SARS 3CLpro inh | Anthrax LF prot | Vc quorum ag | MazEF act | DUSP3 inh | SSB-PriA inh | TcdB GH inh
CCCCOc1ccc(NC(=O)[C@@H]2CCCN2C(=O)C2CCN(S(=O)(=O)c3ccc(C)cc3)CC2)cc1 | -0.2 | 6 | -6 | 4 | 0 | 1.8 | 5 | -8 | -6 | -0.2
COc1ccc(S(=O)(=O)N2CCCCC2)cc1NC(=O)C1CC1 | -0.1 | -3 | 0 | nt | -2 | -2.1 | 7 | nt | -6 | -0.4
Cc1noc(C)c1COC(=O)CN(C)S(=O)(=O)c1ccc(Cl)cc1 | -0.8 | -1 | 8 | 4 | -6 | -0.5 | 6 | 10 | -13 | nt
COc1ccc(N2CCN(c3nc4c(c(=O)n(C)c(=O)n4C)n3CCCc3ccccc3)CC2)cc1 | 0.2 | 15 | -8 | nt | 0 | i | -10 | 8 | -12 | nt
CC1(C)CC(NS(=O)(=O)c2ccc(C(C)(C)C)cc2)CC(C)(C)N1 | -1.1 | -5 | 2 | -2 | 5 | -0.5 | 3 | 63 | 1 | 1.1
CC(Cc1ccccc1)N1CCCC1=O (stereo not drawn) | -1.2 | 4 | nt | nt | -10 | i | 8 | nt | -7 | -0.4
O=C1CN(S(=O)(=O)c2cccc(Cl)c2Cl)CCN1 | 0.0 | 3 | nt | nt | -2 | i | 2 | nt | -10 | -0.2
CC(C)(C)c1ccc(-c2noc(-c3ccno3)n2)cc1 | -1.2 | 0 | -1 | 1 | nt | -0.8 | 1 | 13 | -29 | 0.9
CC1S/C(=N/N=C/c2ccco2)N(Cc2ccc(F)cc2)C1=O (stereo not drawn) | 0.1 | 3 | 4 | -3 | -16 | -0.7 | -3 | 25 | nt | 0.2

Grouped by structure: the entries above containing a cyano group
SMILES | PfHsp40 yeast | Y pestis TopoI | Rv3671c inh | SARS 3CLpro inh | Anthrax LF prot | Vc quorum ag | MazEF act | DUSP3 inh | SSB-PriA inh | TcdB GH inh
CC(=O)Nc1ccccc1-c1nc2cc(C#N)c(C#N)cc2[nH]c1=O | -0.6 | -7 | -5 | -3 | -2 | i | 6 | 18 | 2 | 0.9
CC(C)c1ccc2nc(SCC(=O)NCC3CCCO3)c(C#N)cc2c1 (stereo not drawn) | 0.4 | 8 | -1 | -3 | -3 | -0.1 | 4 | 23 | -5 | -0.8
